GLP1R ag = GLP-1 receptor (human) agonism; P43220; HEK293 GLP-1R CRE-luciferase, luminescence, 4-6 h; cells express a hypersensitive GLP-1R form; Potency, µM (highest dose often 45.6 µM), without a hit: top-dose activation, usual class: activators; 380,000 compounds, 0.007% hits; also: potency is read from the fitted curve at half-maximal effect; % of control where 0% means no effect
GLP1R inv ag = inverse agonists of human GLP-1 receptor | P43220 | HEK293 GLP-1R CRE-luciferase, luminescence, 24 h; GLP-1R form is constitutively active | Potency, µM (highest dose often 38.3 µM), without a hit: top-dose activity change, negative = inhibition, usual class: inhibitors | 410,000 compounds, 1.6% hits; also: potency is read from the fitted curve at half-maximal effect; % is scaled to controls: 0 for no effect and ±100 for the full control effect; nearly all actives have a fitted effect of over 55% in size
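Assay principle: reduced luminescence from a cAMP-responsive reporter in HEK293 cells co-expressing a constitutively active GLP-1R. Conditions: 24 hr compound incubation, 37 deg C, 5% CO2.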
PLK1 PBD inh = PLK1 (human) polo-box domain binding inhibition | P53350 | Plk1 PBD binding of FITC phosphopeptide, fluorescence polarization | Potency, µM, for inactives: max response, negative = inhibition, actives largely listed as inhibitors | 360,000 compounds, 2.8% hits | AID 720504; also: potency is read from the fitted curve at half-maximal effect; series mostly up to about 57 µM; % is scaled to controls: 0 for no effect and ±100 for the full control effect; nearly all actives have a fitted effect of over 65% in size
EPAC1 antagonist = antagonists of human EPAC1 | 360,000 compounds, 0.14% hits | AID 720709 | EPAC1 GEF assay, Rap1b-BODIPY-GDP exchange fluorescence | Potency, µM (series often up to 115 µM), inactives show at the highest dose activity change, negative = inhibition, most hits filed as inhibitors | O95398;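 also: potency is read from the fitted curve at half-maximal effect; plate controls were vehicle for no effect and positive control for full effect; nearly all actives have a fitted effect of over 50% in size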
PI5P4K alpha inh = inhibitors of human PI5P4K alpha; max response, %; P48426; 330,000 compounds, 1.2% hits; PI5P4Kalpha enzyme, ADP-Glo luminescence, 60 min; stronger effect = lower value; active = max response of -50% or lower; inconclusive = between -30% and -50%; inactive = -30% or higher; also: value at the top dose of about 77 µM; % is scaled to controls: 0 for no effect and ±100 for the full control effect
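Quantitative HTS of the MLSMR library against PI5P4Kalpha with substrate. ATP added last at 5 microM final; room temperature, 60 minutes. Remaining ATP depleted, ADP converted and read as luminescence.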
HEK293 tox = cytotoxicity in counter-screen for GLP-1R inverse agonists; HEK293 cAMP-luciferase reporter cells, luminescence, 24 h; Potency, µM (titrated, usually from 38.3 µM), inactives show top-dose activity change, negative = inhibition, hits mostly inhibitors; 410,000 compounds, 0.13% hits;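 also: loss of luciferase light is scored as toxicity; potency is read from the fitted curve at half-maximal effect; % is scaled to controls: 0 for no effect and ±100 for the full control effect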
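MLSMR compounds, 24 hr on cells at 37 deg C/5% CO2; luminescence after luciferase reagent (12 min RT). Inhibition counted as the undesired cytotoxic outcome.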
PTHR1 ag = agonists of human PTHR1 parathyroid hormone receptor; HEK293 GP2 PTHR1 cells, GloSensor cAMP luminescence, 1 h; Potency, µM (series often up to 115 µM), without a hit: top-dose activation, usual class: activators; 410,000 compounds, 0.075% hits; also: potency is read from the fitted curve at half-maximal effect; nearly all actives have a fitted effect of over 55% in size; some results filed as inactive show a strong effect at the top dose; inactives centre near -15; many of its hits are not listed in these tables
Target sequence (Q03431 whole entry, looked up): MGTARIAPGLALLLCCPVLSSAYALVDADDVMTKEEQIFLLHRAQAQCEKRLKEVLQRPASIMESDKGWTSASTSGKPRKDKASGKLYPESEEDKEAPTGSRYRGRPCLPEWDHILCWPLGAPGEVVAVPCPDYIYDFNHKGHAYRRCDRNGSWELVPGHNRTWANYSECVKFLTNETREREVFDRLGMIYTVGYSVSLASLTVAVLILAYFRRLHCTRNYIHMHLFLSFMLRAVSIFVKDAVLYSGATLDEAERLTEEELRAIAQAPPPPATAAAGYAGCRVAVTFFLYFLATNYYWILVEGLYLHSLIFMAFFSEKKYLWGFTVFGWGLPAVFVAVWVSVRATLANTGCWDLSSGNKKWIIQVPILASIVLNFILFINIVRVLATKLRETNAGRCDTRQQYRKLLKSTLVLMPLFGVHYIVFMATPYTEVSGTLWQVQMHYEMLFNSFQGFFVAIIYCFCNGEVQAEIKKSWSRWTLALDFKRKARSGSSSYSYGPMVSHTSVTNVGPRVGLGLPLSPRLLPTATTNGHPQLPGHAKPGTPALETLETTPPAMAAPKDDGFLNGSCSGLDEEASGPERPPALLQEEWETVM
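HEK-293-derived GP2 cells expressing PTHR1 and a GloSensor cAMP reporter, 3,000/well, plated overnight, given luciferin plus IBMX (each 0.5 mM as added) for 1 h at 37 °C, then compound for 1 h at 37 °C. Luminescence was read after 15 min at room temperature.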
EPAC1 ag = activates human EPAC1 exchange factor | O95398 | EPAC1 agonist qHTS, biochemical assay; response scale: 100% = response to 6.5 mM cAMP | 360,000 compounds, 0.073% hits | Potency, µM (titrated, usually from 154 µM), for inactives: top-dose activation, actives largely listed as activators; also: potency is read from the fitted curve at half-maximal effect; nearly all actives have a fitted effect of over 60% in size
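Nucleotide exchange assay: 100 nM EPAC1 with 250 nM Rap1B loaded with BODIPY-GDP and 50 uM GDP, room temperature. Fluorescence (480/540 nm) read every 5 min for 30 min; signal change normalized to 6.5 mM cAMP as full agonist.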
IL-2 act = activators of IL-2. IL-2 activation reporter assay, cell-based qHTS; stimulated with anti-CD3/CD4/CD28 beads; in transgenic mouse T cells. activation, % (series mostly up to about 46 µM). 360,000 compounds, 0.065% hits; in the data active = activation above about 50%; inconclusive = mostly about 30% to 49%; also: 0% is about no effect
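First, unstimulated transgenic mouse T cells were exposed to compound for 60 min. Next, anti-CD3/anti-CD4-coated beads with anti-CD28 were added. Finally, after 18 h at 37 degrees C, EGFP and DsRed were imaged.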
Numbers without * were called inactive; i = inactive; ? = inconclusive; . = no result given; [ ] = another dose, or the depositor's remark. Unless noted, calls follow the shape of the dose curve; as a rule, active = well fitted curve in the direction sought with a large enough effect; inconclusive = small, poorly fitted or top-dose-only effect, or another doubt; inactive = no such curve, though single readings can be large; an effect the other way counts as inactive or inconclusive. A portion of the library (hit frequency here may not be typical).

The first 12 entries, ahead of the listing:
Structure,EPAC1 antagonist,PTHR1 ag,PI5P4K alpha inh,IL-2 act,HEK293 tox,EPAC1 ag,GLP1R inv ag,PLK1 PBD inh,GLP1R ag
COc1ccc(N2CCN(C(=O)c3[nH]c4ccc(OC)cc4c3C)CC2)cc1,-6%,-4%,-14,-0.6,-4%,14%,-25%,27µM*,20%
Cc1cccc(C(=O)NC2CCN(S(=O)(=O)c3ccc(F)cc3)CC2)c1,-2%,-12%,1,0.7,-23%,13%,-5%,5%,12%
Cc1ccccc1NC(=O)c1cc(S(=O)(=O)N2CCOCC2)cs1,6%,-11%[57.5 µM],4,-0.5,-4%,0%,-9%,-1%,-9%
Cc1ccc2oc(C(=O)Nc3cc(C)on3)c(C)c2c1,-8%,-35%[inhibitor],-10,0.8,18%,8%,25%,-9%,-4%
COc1cc2[nH]c(=S)nc(NCCc3ccc(C)cc3)c2cc1OC,10%,-24%,-18,-2.9,0%,9%,-14%,30µM*,-5%
Cc1ccc(S(=O)(=O)c2c(C)c(C)c(C)[nH]c2=O)cc1,-8%,12%,7,-2.1,-8%,6%,5%,-8%,-4%
CC(C(=O)c1c[nH]c(C(=O)N=CN(C)C)c1)c1ncc(C(F)(F)F)cc1Cl (stereo not given),-3%,i,-1,-0.5,6%,-1%,3%,-4%,-1%
O=C(O)CCCNC(=O)c1nn(Cc2ccccc2)c(=O)c2ccccc12,6%,-8%,2,-2.6,2%,-5%,83%[activator],1%,0%
COc1cc(/C=N/NC(=O)Cc2ccccc2)ccc1Oc1ccc([N+](=O)[O-])cc1[N+](=O)[O-],4%,-32%[inhibitor],-3,-0.4,-11%,1%,?,-7%,-1%
CCCCCOc1ccc(CSc2ncn[nH]2)cc1,-11%,-4%[57.5 µM],.,1.2,8%,7%,4%,0%,15%
COc1ccc(-c2nc3sc(CCNC(=O)c4ccco4)c(C)n3n2)cc1,.,-52%[inhibitor],.,.,-21%,.,-23%,.,2%
CN(C)c1ccc(C(=O)N/N=C/c2ccccn2)cc1,18%,-40%[inhibitor],4,-1.3,4%,-1%,?,1%,-5%

The whole of this part, repeating the preview:
Structure,EPAC1 antagonist,PTHR1 ag,PI5P4K alpha inh,IL-2 act,HEK293 tox,EPAC1 ag,GLP1R inv ag,PLK1 PBD inh,GLP1R ag
COc1ccc(N2CCN(C(=O)c3[nH]c4ccc(OC)cc4c3C)CC2)cc1,-6%,-4%,-14,-0.6,-4%,14%,-25%,27µM*,20%
Cc1cccc(C(=O)NC2CCN(S(=O)(=O)c3ccc(F)cc3)CC2)c1,-2%,-12%,1,0.7,-23%,13%,-5%,5%,12%
Cc1ccccc1NC(=O)c1cc(S(=O)(=O)N2CCOCC2)cs1,6%,-11%[57.5 µM],4,-0.5,-4%,0%,-9%,-1%,-9%
Cc1ccc2oc(C(=O)Nc3cc(C)on3)c(C)c2c1,-8%,-35%[inhibitor],-10,0.8,18%,8%,25%,-9%,-4%
COc1cc2[nH]c(=S)nc(NCCc3ccc(C)cc3)c2cc1OC,10%,-24%,-18,-2.9,0%,9%,-14%,30µM*,-5%
Cc1ccc(S(=O)(=O)c2c(C)c(C)c(C)[nH]c2=O)cc1,-8%,12%,7,-2.1,-8%,6%,5%,-8%,-4%
CC(C(=O)c1c[nH]c(C(=O)N=CN(C)C)c1)c1ncc(C(F)(F)F)cc1Cl (stereo not given),-3%,i,-1,-0.5,6%,-1%,3%,-4%,-1%
O=C(O)CCCNC(=O)c1nn(Cc2ccccc2)c(=O)c2ccccc12,6%,-8%,2,-2.6,2%,-5%,83%[activator],1%,0%
COc1cc(/C=N/NC(=O)Cc2ccccc2)ccc1Oc1ccc([N+](=O)[O-])cc1[N+](=O)[O-],4%,-32%[inhibitor],-3,-0.4,-11%,1%,?,-7%,-1%
CCCCCOc1ccc(CSc2ncn[nH]2)cc1,-11%,-4%[57.5 µM],.,1.2,8%,7%,4%,0%,15%
COc1ccc(-c2nc3sc(CCNC(=O)c4ccco4)c(C)n3n2)cc1,.,-52%[inhibitor],.,.,-21%,.,-23%,.,2%
CN(C)c1ccc(C(=O)N/N=C/c2ccccn2)cc1,18%,-40%[inhibitor],4,-1.3,4%,-1%,?,1%,-5%
COc1ccc(C(=O)CN2CCN(c3cc(C)nc4ccccc34)CC2)cc1,9%,-18%,-3,0.7,2%,9%,1%,-4%,1%
COc1cc(CC(=O)NCC(C)(C)N2CCOCC2)cc(OC)c1OC,-13%,-15%,11,0.4,-5%,6%,18%,5%,3%
CC[C@]12c3[nH]c4cc(-c5ccco5)ccc4c3CCN1C(=O)[C@@H](CC(=O)NC/C=C(\C)CCC=C(C)C)C[C@@H]2C(=O)N1CCN(C(=O)C2CC2)CC1,-30%,5%,?,-0.7,-18%,-12%,?,-11%,-4%
COc1ccccc1N(CC(=O)N/N=C/c1c(O)ccc2ccccc12)S(C)(=O)=O,0%,-7%,3,-0.3,-1%,7%,?,-8%,-4%
Cn1c(NC(=O)c2cc(Br)ccc2Cl)cc(=O)n(C)c1=O,9%,i,2,-2.3,2%,-9%,9%,2%,-1%
CC(CC(=O)Nc1ccc2c(c1)c(=O)n(C)n2Cc1cccc(C(F)(F)F)c1)C(F)(F)F (stereo not given),-5%,-30%,-2,0.6,-4%,-13%,7%,-1%,-1%
CN1CCN(C(CNS(=O)(=O)c2ccc([N+](=O)[O-])cc2)c2ccc(F)cc2)CC1 (stereo not given),-9%,i,17,1.3,-1%,-4%,11µM*,-9%,-12%
COc1ccc(OC)c(/C=C/C(=O)OCC(=O)Nc2nnc(-c3ccccc3)o2)c1,-22%,i,?,0.0,5%,0%,10%,-23%,-3%
O=C1C=CCCC1,-26%,-19%,7,-0.6,6%,-12%,2%,2%,0%
O=C(COC(=O)/C=C/c1ccccc1)Nc1cc(C(F)(F)F)ccc1N1CCOCC1,1%,i,1,-0.1,-5%,-1%,-14%,8%,7%
Cc1ccccc1NCC(=O)N/N=C/C(Br)=C/c1ccccc1,5%,i,.,-1.8,?,0%,-53%,-8%,2%
CCn1c(SCC(=O)N2CCCCCC2)nc2c([nH]c3ccccc32)c1=O,-7%,i,-6,-0.6,-4%,18%,27%,-4%,-2%

Bioassay records (PubChem BioAssay)
